High-throughput results as filed in PubChem.
LEDGF integ inh = blocks HIV-1 LEDGF/p75-dependent DNA integration; 370,000 compounds, 0.64% hits; TR-FRET IN-LEDGF/p75 DNA integration, Eu/Cy5; inhibition, % at 3.7 µM;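 active = inhibition above the screen-wide mean plus 3 SD, cut at about 13% in these data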;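 note: signal is the Cy5 over europium emission ratio at 671 and 618 nm; 0% = plate median of compound wells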
mABHD4 FP = inhibitors of mouse ABHD4; inhibition, % at 8.92 µM; Q8VD66; AID 720543; purified mABHD4, FP-Rh probe fluorescence polarization; 370,000 compounds, 0.54% hits;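 active = inhibition exceeding the mean over every tested compound plus 3 SD, cut at about 30% in these data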;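 note: 0% = plate median of compound wells and 100% = S159A mutant with DMSO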
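Test system: mouse ABHD4 enzyme, wild type. Reagent: FP-Rh fluorescent activity-based probe, added after compound pre-incubation. Timing: pre-incubation 45 min, probe exposure 60 min, at 25 °C. Technique: FP readout, ex 525 nm / em 598 nm. Benchmarks: high control S159A mutant with DMSO, low control median of compound wells.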
TDP2 inh = TDP2 (human) inhibition, absorbance primary screen | O95551 | recombinant TDP2, T5PNP hydrolysis, p-nitrophenol absorbance 415 nm | inhibition, % at 12.8 µM | 370,000 compounds, 0.34% hits | AID 720702;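 active = inhibition above the mean of all tested compounds plus 3 SD, set per campaign, cut at about 25% in these data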;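 note: 0% = DMSO with enzyme and 100% = buffer with substrate but no TDP2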
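Incubation: 2 h at 37 °C; Test system: recombinant human TDP2; Quantity: enzyme 120 nM; Read-out basis: percent inhibition; Medium: 50 mM Tris-HCl pH 7.5 with Mg2+, KCl, DTT, BSA; Repeats: single replicate; Compound: 12.8 µM single point, 1% DMSO; Signal: epi absorbance; Reagent: 5 mM T5PNP chromogenic substrate; Benchmarks: no-enzyme high, DMSO-plus-enzyme low.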
PG9 binder = small molecules binding HIV-1 gp120 antibody PG9. 360,000 compounds, 0.43% hits. inhibition, % at 6.7 µM. TR-FRET gp120-PG9 antibody binding; in the data active = inhibition above about 8.5%
SIAE inh = inhibitors of human sialic acid acetylesterase SIAE. AID 1053197. 370,000 compounds, 0.69% hits. inhibition, % at 9.66 µM. SIAE FP-Rh probe binding, fluorescence polarization;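 active = inhibition above a cutoff: mean of compounds within the control limits plus 3 SD of those, cut at about 17% in these data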;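 note: 0% = plate median of compound wells and 100% = probe without SIAE protein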
UHRF1 MBD2 ctr = UHRF1 methyl-DNA binding inhibition | Q96T88 | UHRF1 binding to methylated oligo, TR-FRET | inhibition, % at 4.4 µM | 370,000 compounds, 0.75% hits | AID 687016; in the data active = inhibition above about 21%;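 note: UHRF1 SRA domain binding a hemimethylated CpG hairpin DNA probe; 0% = median of test compound wells and 100% = reference inhibitor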
Target sequence (Q96T88 whole entry, looked up, the tested form may be a part): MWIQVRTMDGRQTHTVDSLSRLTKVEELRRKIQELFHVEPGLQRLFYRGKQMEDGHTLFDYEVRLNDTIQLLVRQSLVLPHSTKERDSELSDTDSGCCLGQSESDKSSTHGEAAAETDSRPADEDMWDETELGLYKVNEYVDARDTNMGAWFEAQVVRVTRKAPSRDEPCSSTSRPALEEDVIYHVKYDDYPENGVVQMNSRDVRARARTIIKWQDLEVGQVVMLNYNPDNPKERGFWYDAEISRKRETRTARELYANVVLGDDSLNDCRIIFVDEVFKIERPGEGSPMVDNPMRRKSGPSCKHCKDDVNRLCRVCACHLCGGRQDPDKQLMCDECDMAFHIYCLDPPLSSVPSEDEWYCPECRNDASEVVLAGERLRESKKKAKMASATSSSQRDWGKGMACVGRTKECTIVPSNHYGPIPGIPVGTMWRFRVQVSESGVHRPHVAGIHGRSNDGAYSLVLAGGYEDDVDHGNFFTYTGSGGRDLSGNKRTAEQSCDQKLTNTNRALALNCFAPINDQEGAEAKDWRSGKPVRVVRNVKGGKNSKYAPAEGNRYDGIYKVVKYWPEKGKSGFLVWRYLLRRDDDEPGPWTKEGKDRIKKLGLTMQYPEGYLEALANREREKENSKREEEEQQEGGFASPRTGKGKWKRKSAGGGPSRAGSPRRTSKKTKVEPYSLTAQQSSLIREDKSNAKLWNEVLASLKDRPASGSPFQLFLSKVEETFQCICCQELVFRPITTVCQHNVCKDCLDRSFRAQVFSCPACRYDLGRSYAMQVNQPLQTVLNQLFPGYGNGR
HTRA1 inh = inhibitors of human serine peptidase HTRA1; Q92743; recombinant HTRA1, FP-rhodamine activity-based probe, fluorescence polarization; inhibition, % at 5.96 µM; 340,000 compounds, 0.5% hits; AID 504803; in the data active = inhibition above about 36%;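 note: 0% = enzyme with DMSO and 100% = wells lacking enzyme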
DDE Tn7 FP inh = disrupts Tn7 cyclic peptide binding to fibrin D-Dimer-E complex; inhibition, % at 8.3 µM; P02675; 370,000 compounds, 0.13% hits; AID 720508; FP displacement of FITC-Tn7 peptide from fibrin DD(E); 0% = median of compound wells per plate;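 active = inhibition above the mean of compounds falling within the control limits plus 3 SD of them, cut at about 14% in these data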;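 note: 0% = plate median of compound wells and 100% = 10 µM Aha-Tn7 peptide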
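assay system = human clot-derived fibrin DD(E) complex | quantity = Fibrin-DD(E) at 2 µM final | timing = 10 min preincubation, 3 h with tracer, room temperature | signal = fluorescence polarization | measure = percent inhibition | benchmarks = high control wells with 10 µM unlabelled Aha-Tn7 peptide (full inhibition) | replicates = singlicate testing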
PRMT1 inh = inhibitors of human PRMT1 | Q99873 | recombinant PRMT1, activity-based probe fluorescence polarization | inhibition, % at 2.79 µM | 370,000 compounds, 1.3% hits;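 active = inhibition above about 21% made by adding two undisclosed values, limit read from the data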
TCR-CD3 inh = inhibitors of human TCR-CD3 interaction. AID 651800. TAMRA-labeled TCR probe fluorescence, biochemical. 360,000 compounds, 0.37% hits. inhibition, % at 9.4 µM; in the data active = inhibition above about 19%;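 note: recombinant mutant TCR 2C K166C tagged with TAMRA read by polarization; 0% = receptor in buffer alone and 100% = receptor with positive control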
Numbers without * were called inactive; x = no result given; & = joins results of further samples.

SMILES	LEDGF integ inh	mABHD4 FP	TDP2 inh	PG9 binder	SIAE inh	UHRF1 MBD2 ctr	HTRA1 inh	DDE Tn7 FP inh	PRMT1 inh	TCR-CD3 inh
O=C(COC(=O)CCCN1C(=O)c2ccccc2C1=O)Nc1cc(Cl)cc(Cl)c1	1	7	6	-1.9	-11	1	-48	7	1	-3
COC(=O)c1ccc2ccccc2c1OC1OC(CO)C(O)C(O)C1NC(C)=O (stereo not given)	1	3	12	-1.4	3	2	4	0	0	0
COc1cccc2sc3cc(C#CC4(O)CCCCC4)ccc3c(=O)c12	4	-29	-18	-1.8	-40	-7	-148	-6	15	-4
CC1CCC(C(C)C)C(OC(=O)Cn2c(-c3ccc(Br)cc3)[n+](C)c3ccccc32)C1 (stereo not given)	-2&1	11&14	-16&1	-2.8&0.0	-4&6	-2&0	-3&-12	-4&-3	-1&-2	-3&-3
N#CCC(=O)Nc1ccc(C(=O)OCC(=O)NCc2ccc3c(c2)OCO3)cc1	-6	-61	-8	0.4	-8	4	-6	5	4	-10
CC1(C)COC(c2cc([N+](=O)[O-])ccc2Cl)=N1	3	-6	-3	2.6	2	6	-3	-2	3	-3
CC(=O)NC(c1cccs1)c1cc(Br)c2cccnc2c1O (stereo not given)	-10	22	-3	-2.4	21*	-6	x	5	2	0
COc1ccc2c3c1OC1CC(O)C=CC31CCN(C)C2 (stereo not given)	6&-2	-8&-5	7&1	-1.6&-2.4	-4&-1	-2&0	2&-1	-3&11	-1&-10	5&0
O=C(O)C1CCCN(S(=O)(=O)c2cccc3cccnc23)C1 (stereo not given)	2	0	-3	-1.0	1	1	0	2	-1	2
COC(=O)[C@H](NC(=O)c1cc(-c2ccccc2)sc1N)C(C)C	-7	-9	-1	3.1	4	1	x	-6	18	-1
NC(=O)c1ccc(NC(=O)COC(=O)CCc2ccc(S(=O)(=O)N3CCCCC3)cc2)cc1	0	-7	-25	-0.1	10	8	-4	0	-1	-6
Cc1ccc2c(c1)C(=O)CC(c1ccccc1)S2 (stereo not given)	-6	-2	6	0.5	-10	-2	-17	5	4	-5
O=C(Nc1cccnc1)c1noc2c1CCCC2	1	2	-2	-4.6	3	-5	3	-1	1	5
CCNc1nc(NC(C)C)nc(N(C#N)CCOc2ccccc2)n1	-5	-13	0	2.0	-7	1	-19	5	1	-1
N#Cc1c(-c2ccco2)nc(NCC2CCCO2)[nH]c1=O (stereo not given)	-3	-3	-2	6.9	3	1	3	0	2	-1
CCN(CC)c1ccc(NC(=O)Nc2cccc(C(C)=O)c2)cc1	-3	2	3	-14	8	-4	7	2	3	0
O=c1cc(C(Cl)(Cl)Cl)oc2c1ccc1ccccc12	1	1	0	-1.4	5	-1	-7	-2	-1	8
NC(=O)N/N=C1\c2ccccc2-c2c(C(N)=O)cccc21	1	0	1	-9.9	1	-5	-5	-3	3	2
Cc1ccccc1OCC(=O)Nc1ccc2c(c1)OCCO2	-4	3	1	0.0	-2	2	-2	-5	1	-4
Cn1c(=O)c2c(nc(N3CCOCC3)n2C)n(C)c1=O	-1	1	4	-0.3	1	3	0	8	1	2
Cn1ccc(C(=O)Nc2ccc(Br)cc2Br)n1	-1	3	-3	-0.4	-2	0	-2	2	2	5
O=C(NCCc1ccccc1)OCc1cn(-c2cccc(F)c2F)nn1	-5	-1	-1	x	-5	3	x	7	4	x
COc1cc(/C=N/O)c(Br)cc1OCC(=O)Nc1ccccc1C	-2	3	0	-0.4	2	3	-2	-3	3	-2
COc1ccccc1-c1nc(NC(C)=O)n[nH]1	-2	14	12	1.7	11	-1	x	-5	1	-3
COc1cc(/C=C/C(=O)Nc2ccc(OC)c(S(=O)(=O)N3CCOCC3)c2)ccc1OCC#N	-3	-3	6	-0.3	-13	-1	2	6	1	-2
COC(=O)C[C@@H]1CC[C@@H](NS(=O)(=O)c2ccc(OC)cc2)[C@@H](CO)O1	-2	5	5	-1.8	10	4	x	-7	1	-5
CC(=O)Nc1ccc(CN2CCC(Oc3ccc(C(=O)N4CCCC4)cc3)CC2)cc1	1	0	9	-1.0	2	-2	1	2	-2	-2
CC(=O)Nc1cccc(-c2ccnc3c2CC(C)(C(=O)Nc2ccc(Cl)c(C(F)(F)F)c2)O3)c1 (stereo not given)	2	-22	-6	-0.7	-69	0	x	-6	-5	-3
O=S(=O)(Nc1nc2ccccc2s1)c1cc(F)ccc1F	5	-39	-15	-2.1	-5	1	-3	-5	-2	-4
CC1=NN(C(N)=S)C(C)(C)C1	2	6	-4	-2.8	5	1	0	-3	2	3
CCc1cc2c3c(c1)C(C)CC(C)(C)N3C(=O)/C2=C1\SC(=O)NC1=O (stereo not given)	-2	18	9	-1.8	11	-3	x	-6	1	-3
CC(=O)N1CCN(S(=O)(=O)c2cccc(C(=O)N(C)Cc3ccc(C)o3)c2)CC1	4	4	-6	-0.5	-4	-1	-6	-5	-7	8
CCOC(=O)c1ccc(S(=O)(=O)NNC(=O)COc2cccc(C)c2)cc1	9	-8	-7	0.0	4	-2	-9	-5	-3	2
C[C@@]12CCC=C[C@H]1[C@H](c1ccc(/C=C/c3ccccc3)cc1F)N(Cc1ccccc1)C2=O	-1	7	5	-0.3	-6	-3	-52	16*	1	3
O=C1N=C(N2CCCCC2)S/C1=C\c1ccc(Br)cc1	2	-4	-18	-1.3	2	2	-1	-2	-1	1
O=C(COC(=O)CCC(=O)c1ccc(Cl)cc1)NC1CC1	-4	4	4	-0.2	1	3	3	-4	3	-5
Cc1ccc(OC(=O)CCC(=O)Nc2ccc(Br)cc2)cc1	1	0	-4	-0.7	-4	1	1	-3	-1	-3
Cc1nn(CC(=O)O)c(C)c1N	8	0	-4	-0.5	4	30*	1	2	4	3
Cc1ccc(S(=O)(=O)N2C(=O)CCC2C(=O)O/N=C(\N)c2ccc([N+](=O)[O-])cc2)cc1 (stereo not given)	-1	1	13	-2.5	-1	1	-7	4	1	-1
O=S(=O)(Nc1nccs1)c1ccc(Br)cc1	-2	4	7	0.2	1	-1	3	4	0	1
CN1C(=O)/C(=C\C(=O)c2cccs2)c2ccccc21	-3	7	-6	-0.2	2	0	2	4	16	2
COc1ccc(NS(=O)(=O)c2cccc(C(=O)N3CCN(S(=O)(=O)c4ccccc4)CC3)c2)cc1	0	-1	3	1.8	-2	0	-1	8	-3	7
COC(=O)CCC(=O)N1CCCC(N2CCN(c3cccc(C(F)(F)F)c3)CC2)C1 (stereo not given)	-2	5	-15	-0.1	2	1	5	2	-2	2
CCOC(=O)c1sc(NC(C)=O)nc1C	-2	-4	-7	0.0	-9	6	0	1	15	-6
O=C(NCCC1CCCCN1S(=O)(=O)c1ccccc1)C(=O)Nc1ccc(F)cc1 (stereo not given)	-3	9	-17	-0.9	6	4	-6	-1	2	-11
CCN(C(=O)CSc1nnnn1C)C1CCS(=O)(=O)C1 (stereo not given)	-4	-14	-16	2.2	-3	4	1	-5	5	-2
CC(C)(C)c1cc(NC(=O)c2ccc(OC3CCCC3)cc2)no1	2	-7	-1	-1.6	-8	-2	-13	2	-2	-2
CC1CCCN(C(=O)Cn2c(-c3nonc3N)nc3ccccc32)C1 (stereo not given)	1	-9	-10	0.3	-6	-1	-3	5	-2	-6
Cc1ccc(C(C(=O)NCc2ccccc2)N(Cc2cccs2)C(=O)c2ccc3c(c2)OCCO3)cc1 (stereo not given)	-1	-20	-6	2.1	-13	0	-78	3	2	2
O=C(Nc1ccc2nc(SCc3ccc(Cl)cc3)sc2c1)c1ccccc1C(=O)N1CCOCC1	0	2	-3	0.6	-24	-1	-23	-2	-1	11
Cc1cccc(/C=N/NC(=O)CN2CCCCCCC2)c1	4	6	8	-0.3	2	-3	3	2	-3	-1
CN(Cc1ccccc1)C(=O)[C@@H]1CCCN1C(=O)[C@@H]1CCCN1C(=O)c1cccc(Cl)c1	7	1	-1	2.7	-7	1	x	-11	-3	7
